PV pol inh = poliovirus RdRp elongation inhibitors, primary screen, biochemical, fluorescence polarization, total intensity; poliovirus polymerase elongation; active compounds read low; % elongation, % (compound at 16.7 µg/mL); Genome polyprotein (Poliovirus type 1 (strain Mahoney)), P03300; hit rate 0.66% among 150,000; in the data active = % elongation below about 90%; note: some results filed as inactive read as strong as hits
Target sequence (P03300 1749-2209 limits assumed): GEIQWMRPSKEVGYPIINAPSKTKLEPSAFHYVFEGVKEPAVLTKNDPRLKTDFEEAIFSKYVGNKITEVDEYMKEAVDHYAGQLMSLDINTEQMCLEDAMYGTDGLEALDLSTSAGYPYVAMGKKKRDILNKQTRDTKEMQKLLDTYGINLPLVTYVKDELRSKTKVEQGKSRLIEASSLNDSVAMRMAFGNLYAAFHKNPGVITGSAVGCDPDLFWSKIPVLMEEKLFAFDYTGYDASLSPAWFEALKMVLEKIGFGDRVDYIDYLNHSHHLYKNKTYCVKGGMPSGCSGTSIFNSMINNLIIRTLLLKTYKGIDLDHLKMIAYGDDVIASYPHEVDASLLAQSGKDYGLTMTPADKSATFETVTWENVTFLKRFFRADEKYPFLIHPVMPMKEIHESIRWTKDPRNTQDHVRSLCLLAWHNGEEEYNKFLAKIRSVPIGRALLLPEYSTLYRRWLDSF
PV pol inh FP z-score = second read-out of PV pol inh, no call of its own (marks repeat the call); z-score; measured here: FP z-score; hits read low
Starred values were filed as active, the others as inactive. Not all compounds are listed; rates above refer to the full screens.

SMILES | PV pol inh | PV pol inh FP z-score
Cc1nn(C(=O)c2ccc(Cl)cc2)c(C)c1Sc1ccc(Cl)cc1 | 102.0 | -0.2
NC(=O)C1CC2C=CC1C2 (stereo unspecified) | 101.0 | -0.2
COc1ccc(Cl)cc1C(=O)NN1C(=S)NC(C)(C)C=C1C | 103.0 | 0
CC1=CCC23CC1C(=O)C=C2CC(C)(C)CC3=O (stereo unspecified) | 101.0 | 0
CSc1ccccc1C(=O)O | 104.0 | 0.4
COc1ccc(NC(=O)CC2CS(=O)(=O)CC2CC(=O)Nc2ccc(OC)cc2)cc1 (stereo unspecified) | 106.0 | 0.2
Cc1ccc(C)c(-c2nnc(NC(=O)c3cccc(S(C)(=O)=O)c3)o2)c1 | 107.0 | 1.7
Cc1ccc(NC(=O)C(OC(=O)c2ccccn2)c2ccccc2)cc1Cl (stereo unspecified) | 102.0 | 0.5
CCOC(=O)CSc1ncnc2sc(C)c(C)c12 | 102.0 | -0.2
Fc1cccc(N=Cc2ccc3c(c2)OCO3)c1 | 107.0 | 0.2
Cc1nc(-c2ccc(S(=O)(=O)N3CCN(c4cccc(C(F)(F)F)c4)CC3)cc2)co1 | 103.0 | -1.1
Cc1ccc(-c2nnc(Nc3ccc(OCC(N)=O)cc3)c3ccccc23)cc1S(=O)(=O)NCC1CCCO1 (stereo unspecified) | 100.0 | -1.3
COc1ccccc1OC(C)C(=O)N1CCC(c2nc3ccccc3s2)CC1 (stereo unspecified) | 111.0 | 0.3
CCOc1ccc(NC(=O)c2ccc3c(c2)CCN3S(=O)(=O)c2ccc(Cl)cc2)cc1 | 105.0 | -0.2
COc1ccc(OC)c(Nc2nc3nonc3n3nnnc23)c1 | 97.0 | -0.9
O=C1S/C(=C\c2ccccc2)C(=O)N1CCn1cnnn1 | 108.0 | 0.2
COc1ccc(C2c3c(n(C)c(=O)n(C)c3=O)N=C3c4ccccc4C(=O)C32)cc1 (stereo unspecified) | 102.0 | 0.1
Cc1ccc(OCC(O)CN)cc1 (stereo unspecified) | 99.0 | -0.6
OCCOc1ccccc1OCCBr | 106.0 | 1
CC(CCc1ccccc1)NC(=O)c1ccc(CS(=O)(=O)c2ccc(Br)cc2)o1 (stereo unspecified) | 101.0 | -0.2
COc1ccc(Nc2ncnc3c2cnn3C)c(OC)c1 | 106.0 | -0.1
CCOC(=O)N1CCc2c(sc(NCc3cccs3)c2C(=O)Nc2cc(OC)ccc2OC)C1 | 108.0 | 0.7
CN1Cc2ccc(CN3C(=O)c4ccccc4C3=O)cc2NC1=O | 101.0 | 0.4
CCN(CC)CCn1c2c(c(SCC(=O)Nc3cc(C)on3)nc1=O)CCCC2 | 98.0 | -1.7
COCCNC(=O)C1CCC(CNS(=O)(=O)c2ccc3c(c2)CC(C)N3C(C)=O)CC1 (stereo unspecified) | 109.0 | -0.7
C(=N\N1CCOCC1)/c1ccc2c(c1)OCCO2 | 105.0 | 0.3
O=C(Nc1ccccc1O)c1ccccc1 | 105.0 | 0.7
COc1ccc(Cn2c(C(=O)O)c(CNCCc3ccco3)c3ccc(OC)cc32)cc1 | 115.0 | 1.5
O=C(CNc1ccc(Br)cc1F)NCc1ccco1 | 99.0 | -0.6
Cc1ccc2oc(-c3ccccc3C)nc2c1 | 103.0 | 0.3
O=C(CSc1nc(O)cc(=O)[nH]1)N1c2ccccc2Sc2ccccc21 | 97.0 | -0.7
O=C(Cn1cnc2c(nnn2-c2cccc(Cl)c2)c1=O)NC1CCCCC1 | 103.0 | 0.6
COc1ccccc1NC(=O)N(Cc1nc(-c2ccc(Cl)cc2)no1)C(C)C | 101.0 | -0.4
CCN1CCN(C(=O)c2ccc(I)cc2)CC1 | 101.0 | -0.4
Cc1ccc2nc(CN3CCN(C(=O)Nc4ccc(C)c(F)c4)CC3)oc2c1 | 108.0 | 0.4
Cc1ccccc1-c1noc(-c2cc(C(C)C)[nH]n2)n1 | 111.0 | 0.9
O=C(NCCC(=O)N1CCCCCC1)c1ccccc1Cl | 100.0 | -0.1
Cc1ccc2nsnc2c1NC(=O)Cc1ccc(Cl)cc1 | 101.0 | -0.1
Cc1ccc(OCC(=O)NC(=S)N2CCOCC2)cc1 | 107.0 | 1.8
CC(=O)NC(CC(=O)Nc1ccc2c(c1)OCO2)c1ccccc1 (stereo unspecified) | 106.0 | 0.6
CCSc1nc(Cl)c2ccccc2n1 | 101.0 | 0
O=C(CN1C(=O)CSc2ccc(C(F)(F)F)cc21)Nc1cccc(C(F)(F)F)c1 | 110.0 | 1.2
Cc1ccc(NC(=O)Cn2c(=O)oc3cc(S(=O)(=O)N4CCCCCC4)ccc32)cc1Cl | 102.0 | -0.3
O=C(CCCOc1ccc(Cl)cc1Cl)Nc1c[nH]c(=O)[nH]c1=O | 104.0 | 0.4
Cc1cc(C(=O)COC(=O)CSc2nnc(NC3CCCCC3)s2)c(C)n1C1CC1 | 107.0 | 0.8
Cc1nc(Nc2ccccc2)nc(=O)n1-c1ccccc1 | 103.0 | 1.3
Cc1ccc(C)c(N2CCN(C(=O)c3cnn(C(C)(C)C)c3C3CCN(C(=O)OC(C)(C)C)CC3)CC2)c1 | 107.0 | 0
COc1ccccc1NC(=O)CC(NC1CCCCC1)C(=O)O (stereo unspecified) | 101.0 | 0.4
O=C(O)/C=C/c1ccc(Cl)c(Cl)c1 | 103.0 | 0.3
CCN1CCCC1CNC(=O)C1c2ccccc2C(=O)N(CC(C)C)C1c1cccs1 (stereo unspecified) | 103.0 | 0.2
CCN(CC)C(=O)C1CC(c2ccc(F)cc2)=NO1 (stereo unspecified) | 99.0 | -0.1
COC(=O)c1nn(-c2ccccc2)cc1OCC(=O)N1CCc2ccccc21 | 103.0 | 0.4
Cc1ccc(Cn2cccc(C(=O)Nc3ccc4c(c3)OCCO4)c2=O)cc1 | 107.0 | 0.3
Oc1ccccc1N1CCN(C=Nc2nc3ccccc3nc2N2CCOCC2)CC1 | 100.0 | -0.1
Cc1cc(C)cc(-n2cnc3ccccc3c2=O)c1 | 103.0 | 0.6
Cc1ccc(-n2nc(CO)c(C(=O)NC(C)CCCc3ccccc3)n2)cc1C (stereo unspecified) | 101.0 | -1
O=C(Nc1ccccc1)NC(c1ccccc1)c1nnc(-c2ccccc2)o1 (stereo unspecified) | 101.0 | 0.1
O=C1C2Cc3ccccc3CN2C(=S)N1Cc1ccccc1 (stereo unspecified) | 102.0 | 0.1
CCOC(=O)c1cc(-c2cc(OC)ccc2OC)no1 | 101.0 | -0.1
COc1ccc(S(=O)(=O)NCc2cccnc2)cc1C(=O)N1CCOCC1 | 104.0 | 0.9

5 entries from above, as a markdown table:
| Compound | PV pol inh | PV pol inh FP z-score |
| --- | --- | --- |
| CCN(CC)C(=O)C1CC(c2ccc(F)cc2)=NO1 (stereo unspecified) | 99.0 | -0.1 |
| COC(=O)c1nn(-c2ccccc2)cc1OCC(=O)N1CCc2ccccc21 | 103.0 | 0.4 |
| Cc1ccc(Cn2cccc(C(=O)Nc3ccc4c(c3)OCCO4)c2=O)cc1 | 107.0 | 0.3 |
| Oc1ccccc1N1CCN(C=Nc2nc3ccccc3nc2N2CCOCC2)CC1 | 100.0 | -0.1 |
| Cc1cc(C)cc(-n2cnc3ccccc3c2=O)c1 | 103.0 | 0.6 |

(listing goes on)
SMILES | PV pol inh | PV pol inh FP z-score
CN(C(=O)Cn1ncc2c1-c1ccccc1OC2)C1CCCCC1 | 104.0 | 0.4
O=C(/C=C/c1ccco1)Nc1ccc(S(=O)(=O)N2CCCC2)cc1 | 105.0 | 0.2
COc1cc(NC(=O)CCCc2nnc3n(C)c(=O)c4sccc4n23)cc(OC)c1OC | 121.0 | 0.7
CCOC(=O)c1c(S(=O)(=O)NCC(=O)Nc2ccc(F)cc2C)c(C)n(C)c1C | 107.0 | 0.2
COc1cc(NC(=O)CCc2c(C)nn(-c3ccc4nncn4n3)c2C)cc(OC)c1OC | 109.0 | 0.4
O=C(CC(NCc1ccccc1)C(=O)O)c1ccc(Br)cc1 (stereo unspecified) | 100.0 | -0.4
Cc1ccccc1NC(=O)N1CCc2c(sc3c2CCCC3)C1c1ccccc1 (stereo unspecified) | 101.0 | -0.9
COc1ccc(OCC(=O)Nc2nnc(S(=O)(=O)N3CCCCCC3)s2)cc1 | 105.0 | -0.8
CCN(CC(=O)Nc1ccc(Br)cc1)C(=O)c1nc2nc(C)cc(C)n2n1 | 101.0 | -0.2
O=C(CN1CCC(C(=O)c2ccc(F)cc2)CC1)Nc1ccccc1 | 100.0 | -0.6
CCOC(=O)c1c(C)n(C)c2ccc(OCC(O)CNCc3ccco3)cc12 (stereo unspecified) | 104.0 | 1.1
COc1ccc(-c2nc(CSc3nncn4c3cc3occc34)c(C)o2)cc1 | 106.0 | -0.2
CC1(C)CC2CC(C)(CN2/C=C/C#N)C1 (stereo unspecified) | 104.0 | 0.2
Cc1ccc(NC(=O)COC(=O)C2CC2C)c(S(=O)(=O)N2CCCCC2)c1 (stereo unspecified) | 101.0 | -0.3
CC1(C(=O)NCc2ccccc2)CCC(=O)N1CCC1=CCCCC1 (stereo unspecified) | 100.0 | 0
COc1cc(OC)c(/C=N/O)cc1Br | 105.0 | 0.2
C1=C(CCNc2nc3ccccc3n3nnnc23)CCCC1 | 102.0 | 0.2
CCNC(=O)CC1S/C(=N\N=C\c2ccc(C)o2)NC1=O (stereo unspecified) | 100.0 | -0.1
CCCc1ccc(OCc2ccc(C(=O)n3cc(Br)cn3)cc2)cc1 | 101.0 | -0.1
COc1ccc(NC(=O)CNC(=O)Cn2ccc3ccccc3c2=O)c(OC)c1 | 103.0 | -0.7
Cc1cc(C)cc(OCC(=O)Nc2ccc(Cl)c(-c3nc4ncccc4o3)c2)c1 | 102.0 | -0.1
CC1CCCC(C)N1C(=O)COC(=O)c1cccc(Br)c1 (stereo unspecified) | 101.0 | -0.5
O=C(/C=C/c1cn(-c2ccccc2)nc1-c1ccc2c(c1)OCCO2)NCCO | 102.0 | 0.1
Cc1csc(NC(=O)c2cc3c(s2)CCC3)n1 | 102.0 | 0
CCOC(=O)CN1CC23C=CC(O2)C(C(=O)Nc2ccc(CC)cc2)C3C1=O (stereo unspecified) | 104.0 | 0.9
CC1CC(C)CN(C(=O)COc2ccccc2)C1 (stereo unspecified) | 107.0 | 0.5
CCN(CC)CCNC(=O)c1c2c(nc3ccccc13)C(=O)N(C1CCCCC1)C2 | 104.0 | -0.1
CC1(C)O[C@@H]2CC3C4CCC5=CC(=O)C=C[C@]5(C)[C@@]4(F)[C@@H](O)C[C@]3(C)[C@]2(C(=O)CO)O1 (stereo partly specified) | 99.0 | -0.1
COc1cc2nc(C3CCC3)n(NC(=O)COc3ccccc3)c(=O)c2cc1OC | 102.0 | 0.3
COc1ccc(-c2coc3cc(O)ccc3c2=O)cc1 | 101.0 | 0.2
COc1ccc(OC)c(C2=NOC(C(=O)Nc3c(C)n(C)n(-c4ccccc4)c3=O)C2)c1 (stereo unspecified) | 99.0 | -0.1
COC(=O)c1ccc(NC(=O)C2CCN(C(=O)c3ccc(F)cc3)CC2)cc1 | 111.0 | 1.9
O=S(=O)(NCCc1csc2nc(-c3ccc(Cl)cc3)nn12)c1ccc(Oc2ccccc2)cc1 | 107.0 | 0
O=c1oc2cc(O)ccc2c2c1CCCC2 | 102.0 | 0.1
O=C1CNC(=O)/C1=C\c1ccc(Br)cc1 | 103.0 | 0.3
Cc1ccc(C2=NC(c3ccc(F)cc3)=Nc3ccc(Cl)cc3N2)o1 | 101.0 | -0.6
Ic1ccc(Nc2nc3nonc3n3nnnc23)cc1 | 103.0 | 0.1
COc1cc2c(c(OC)c1OC)-c1ccc(O)c(=O)cc1C(NC(C)=O)CC2 (stereo unspecified) | 100.0 | 0
CCc1cccc(NC(=O)CSc2nncn3c2cc2sccc23)c1 | 99.0 | -1.5
COc1ccc(/C=N/O)cc1COc1ccc(NC(C)=O)cc1 | 102.0 | 0.1
COc1ccccc1C=Nc1ccc2c(c1)nc(C)n2Cc1ccccc1 | 103.0 | 0.4
COc1ccc(CCNC(=O)CCn2c(=O)c3ccccc3n(CC(=O)Nc3cccc(C)c3)c2=O)cc1OC | 105.0 | -0.3
CCn1c(Cc2ccccc2)nnc1SCC(=O)Nc1ccccc1 | 104.0 | 0.6
COc1ccccc1CNC(=O)C1CCN(S(=O)(=O)c2ccc3c(c2)CCCN3C(C)=O)CC1 | 110.0 | 0.6
Cc1ccc(N/C(=C/C(=O)c2ccccc2)C(=O)O)cc1Br | 103.0 | 0
CC1=C(C(=O)Nc2ccccc2)C(CC(C)C)n2ncc(C(=O)Nc3ccccc3)c2N1 (stereo unspecified) | 103.0 | 0.5
Cc1ccc(NC(=O)c2cnc3sc(N4CCOCC4)nn3c2=O)cc1N(C)C | 109.0 | -0.3
CNC(=O)c1cnc2cc(Cl)ccc2c1OC | 99.0 | -0.5
Clc1ccc2nc(-c3ccccc3)cn2c1 | 102.0 | 0.2
CC(C)N(C(=O)Cn1cc(SCC(=O)Nc2ccccc2C(F)(F)F)c2ccccc21)C(C)C | 112.0 | -0.4
O=C(CN1C(=O)COc2ccccc21)N1CCCC1 | 105.0 | 1.1
Cc1c(Cl)cccc1NC(=S)NN(C)C | 103.0 | 0.3
Cn1ccnc1-c1ccc(-c2nccn2C)cc1 | 100.0 | -0.2
COc1ccc(Nc2oc(/C=C/c3cc(OC)c(OC)c(OC)c3)nc2C#N)cc1 | 113.0 | 1.2
CC1(C)CC(N2C(=O)c3ccccc3C2(O)Cc2ccccc2)CC(C)(C)N1 (stereo unspecified) | 99.0 | -0.5

Retrieved by structure from the list above:
SMILES | PV pol inh | PV pol inh FP z-score
O=S(=O)(NCCc1csc2nc(-c3ccc(Cl)cc3)nn12)c1ccc(Oc2ccccc2)cc1 | 107.0 | 0
CCOC(=O)N1CCc2c(sc(NCc3cccs3)c2C(=O)Nc2cc(OC)ccc2OC)C1 | 108.0 | 0.7
Cc1ccc(NC(=O)Cn2c(=O)oc3cc(S(=O)(=O)N4CCCCCC4)ccc32)cc1Cl | 102.0 | -0.3
COc1ccc(C2c3c(n(C)c(=O)n(C)c3=O)N=C3c4ccccc4C(=O)C32)cc1 (stereo unspecified) | 102.0 | 0.1
Cc1ccc(C)c(N2CCN(C(=O)c3cnn(C(C)(C)C)c3C3CCN(C(=O)OC(C)(C)C)CC3)CC2)c1 | 107.0 | 0
CCOC(=O)c1c(C)n(C)c2ccc(OCC(O)CNCc3ccco3)cc12 (stereo unspecified) | 104.0 | 1.1

High-throughput results from PubChem BioAssay.
